FBW7 activator = human FBW7 E3 ligase activation, primary screen; Q969H0; AlphaScreen FBW7–phospho-cyclin E peptide binding, activator screen; normalized activity (activation), % at 26.1 µM; hit rate 0.13% among 650,000; in the data active = normalized activity above about 1.9%;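 also: purified mutant Fbw7 with reduced substrate affinity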
MITF inh = inhibitors of human MITF; hit rate 0.91% among 650,000; O75030; AlphaScreen MITF homodimerization, bead proximity signal; inhibition, % at 2.6 µM; in the data active = inhibition above about 50%;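 also: 0% = vehicle wells with protein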
Target sequence (O75030 whole entry, looked up): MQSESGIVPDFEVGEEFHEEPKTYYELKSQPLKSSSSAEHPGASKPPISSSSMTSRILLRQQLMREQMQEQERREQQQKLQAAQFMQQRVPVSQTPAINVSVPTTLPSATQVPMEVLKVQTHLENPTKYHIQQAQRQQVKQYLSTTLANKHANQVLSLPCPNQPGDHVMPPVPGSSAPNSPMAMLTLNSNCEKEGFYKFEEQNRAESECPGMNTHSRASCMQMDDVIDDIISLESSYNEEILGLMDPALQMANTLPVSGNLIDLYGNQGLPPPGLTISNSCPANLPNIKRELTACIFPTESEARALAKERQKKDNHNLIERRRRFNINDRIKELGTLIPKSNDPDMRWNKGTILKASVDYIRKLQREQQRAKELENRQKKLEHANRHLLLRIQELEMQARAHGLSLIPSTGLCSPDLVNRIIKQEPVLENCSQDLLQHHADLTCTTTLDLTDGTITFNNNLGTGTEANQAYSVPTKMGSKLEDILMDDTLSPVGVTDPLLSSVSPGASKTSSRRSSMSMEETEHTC
TEAD-YAP inh = TEAD-YAP interaction inhibition; AID 1259422; hit rate 1.4% among 640,000; inhibition, % at 9.12 µM; HEK-TIYL cells, TEAD-Gal4/YAP UAS-luciferase luminescence; in the data active = inhibition above about 32%;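 also: 0% = median of test compound wells and 100% = reference inhibitor wells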
GPR151 ag = human GPR151 activation; Q8TDV0; AID 1508602; hit rate 1% among 650,000; PathHunter beta-arrestin GPR151 cells, luminescence; activation, % at 11.2 µM; in the data active = activation above about 4.9%;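 also: 0% = median of compound wells and 100% = cells with positive control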
Target sequence (Q8TDV0 whole entry, looked up): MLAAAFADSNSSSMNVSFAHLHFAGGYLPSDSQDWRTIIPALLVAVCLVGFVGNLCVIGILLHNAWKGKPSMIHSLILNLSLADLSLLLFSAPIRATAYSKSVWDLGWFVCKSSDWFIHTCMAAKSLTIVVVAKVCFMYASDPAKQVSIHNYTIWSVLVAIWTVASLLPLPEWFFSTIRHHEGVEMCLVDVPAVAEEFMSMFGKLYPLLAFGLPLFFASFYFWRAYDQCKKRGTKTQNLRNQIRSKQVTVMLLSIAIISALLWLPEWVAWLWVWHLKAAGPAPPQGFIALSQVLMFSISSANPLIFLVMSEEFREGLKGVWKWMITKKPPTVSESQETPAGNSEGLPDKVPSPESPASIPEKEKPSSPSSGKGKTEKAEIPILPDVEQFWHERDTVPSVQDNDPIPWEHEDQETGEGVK
* = called active by the depositor.

Start of the listing, in advance, five compounds:
`CCc1ccc2occ(CC(=O)Nc3nnc(C)s3)c2c1` gave FBW7 activator -0.1, MITF inh 0, TEAD-YAP inh -4 and GPR151 ag 1.5.
For CCOC(=O)Nc1ccc2c(c1)N(C(=O)CCN1CCCCC1)c1ccccc1CC2 the results were FBW7 activator 0.0, MITF inh 6, TEAD-YAP inh -2 and GPR151 ag -0.3.
Cc1ccc(/C=N\NC(=O)C2COc3ccccc3O2)o1 (configuration not stated) was read as FBW7 activator 0.2, MITF inh 19, TEAD-YAP inh 1 and GPR151 ag -1.2.
Screening COc1cc(Nc2ccnc(-c3csc4ccccc34)n2)cc(OC)c1OC returned FBW7 activator -0.1, MITF inh 1, TEAD-YAP inh 25 and GPR151 ag 0.2.
Screening Cc1cccc(C(=O)NN2CCN(C)CC2)c1 returned FBW7 activator 0.4, MITF inh 0, TEAD-YAP inh 10 and GPR151 ag -1.3.

The list itself, repeating the preview:
`CCc1ccc2occ(CC(=O)Nc3nnc(C)s3)c2c1` gave FBW7 activator -0.1, MITF inh 0, TEAD-YAP inh -4 and GPR151 ag 1.5.
For CCOC(=O)Nc1ccc2c(c1)N(C(=O)CCN1CCCCC1)c1ccccc1CC2 the results were FBW7 activator 0.0, MITF inh 6, TEAD-YAP inh -2 and GPR151 ag -0.3.
Cc1ccc(/C=N\NC(=O)C2COc3ccccc3O2)o1 (configuration not stated) was read as FBW7 activator 0.2, MITF inh 19, TEAD-YAP inh 1 and GPR151 ag -1.2.
Screening COc1cc(Nc2ccnc(-c3csc4ccccc34)n2)cc(OC)c1OC returned FBW7 activator -0.1, MITF inh 1, TEAD-YAP inh 25 and GPR151 ag 0.2.
Screening Cc1cccc(C(=O)NN2CCN(C)CC2)c1 returned FBW7 activator 0.4, MITF inh 0, TEAD-YAP inh 10 and GPR151 ag -1.3.
Screening CC(=O)N1CCN(c2ccc(NC(=O)COc3ccc(C)cc3C)cc2)CC1 returned FBW7 activator -0.1, MITF inh 8, TEAD-YAP inh 9 and GPR151 ag -0.8.
`COCc1ccc(CNc2nc(C)c(-c3ccn(C)n3)s2)o1` gave FBW7 activator 0.6, MITF inh 3, TEAD-YAP inh 2 and GPR151 ag -1.7.
Screening NS(=O)(=O)c1cccc(NC(=O)COc2ccccc2)c1 returned FBW7 activator 0.1, MITF inh 7, TEAD-YAP inh -11 and GPR151 ag -0.6.
`COc1ccc(C2C(C(=O)N3CCOCC3)c3ccccc3C(=O)N2C)cc1` (configuration not stated) gave FBW7 activator -0.3, MITF inh 1, TEAD-YAP inh -2 and GPR151 ag 0.6.
Screening COc1ccc(C(=O)N2c3ccccc3C(C)(c3ccc(Cl)cc3)CC2(C)C)cc1 (configuration not stated) returned FBW7 activator 0.4, MITF inh 11, TEAD-YAP inh 0 and GPR151 ag 1.0.
For CCOC(=O)C1CCN(Cn2nc(C3CC3)oc2=S)CC1 the results were FBW7 activator 0.1, MITF inh -20, TEAD-YAP inh -9 and GPR151 ag -0.3.
`COCCCNC(=O)Cn1cc(C#N)c2ccccc21` gave FBW7 activator 0.2, MITF inh 0, TEAD-YAP inh 0 and GPR151 ag 1.2.
For Cc1cccc(NC(=S)N(CCCN2CCCCC2)Cc2ccco2)c1 the results were FBW7 activator 0.0, MITF inh 14, TEAD-YAP inh -11 and GPR151 ag -0.5.
`CCOc1ccc2cc3c(N)c(C(=O)N4CCCCC4)sc3nc2c1` gave FBW7 activator -0.1, MITF inh 3, TEAD-YAP inh -54 and GPR151 ag -1.1.
CN(C)c1ccnc2sc(C(=O)c3ccc(Br)cc3)c(N)c12 was read as FBW7 activator -0.3, MITF inh -7, TEAD-YAP inh 4 and GPR151 ag -0.2.
Cc1ccc(NC(=O)CCN2N=C(c3ccccc3)CCC2=O)c(C)c1 was read as FBW7 activator 1.1, MITF inh 1, TEAD-YAP inh 12 and GPR151 ag -0.1.
For Cc1cccc(N2C(=O)CSC2c2ccccc2[N+](=O)[O-])c1 (configuration not stated) the results were FBW7 activator -0.1, MITF inh 4, TEAD-YAP inh 1 and GPR151 ag -0.3.
Screening N#Cc1c(C(F)(F)F)cc(-c2cccs2)nc1SCC1CCCCC1=O (configuration not stated) returned FBW7 activator 0.0, MITF inh -8, TEAD-YAP inh 2 and GPR151 ag 0.3.
For Cc1ccc(N2CCN(C(=O)c3ccc4c(c3)NC(=O)C(CSCc3ccccc3C)N4)CC2C)cc1 (configuration not stated) the results were FBW7 activator -0.1, MITF inh -5, TEAD-YAP inh 2 and GPR151 ag 0.6.
Screening N#Cc1c(NC(=O)c2ccc(F)cc2)sc2c1CCC2 returned FBW7 activator -0.2, MITF inh -4, TEAD-YAP inh -70 and GPR151 ag -0.6.
COc1ccc(C(=O)NNC(=O)c2cc3ccccc3cc2O)cc1 was read as FBW7 activator -0.1, MITF inh 12, TEAD-YAP inh 5 and GPR151 ag -1.8.
O=C(CSc1nc(O)cc(=O)n1-c1ccccc1)Nc1ccccc1Cl was read as FBW7 activator -0.1, MITF inh -6, TEAD-YAP inh 2 and GPR151 ag 0.9.
COc1cc(C(=O)N(C)CC(=O)Nc2ccc(F)c(F)c2F)ccc1OC(F)F was read as FBW7 activator 0.3, MITF inh 16, TEAD-YAP inh 0 and GPR151 ag 2.1.
`Cc1ccc(S(=O)(=O)Nc2nc3ccc(S(=O)(=O)N4CCCC4)cc3s2)cc1` gave FBW7 activator -0.1, MITF inh 7, TEAD-YAP inh 8 and GPR151 ag 2.6.

An excerpt from above in order of SMILES length, lowest first.
Screening N#Cc1c(NC(=O)c2ccc(F)cc2)sc2c1CCC2 returned FBW7 activator -0.2, MITF inh -4, TEAD-YAP inh -70 and GPR151 ag -0.6.
COc1ccc(C(=O)NNC(=O)c2cc3ccccc3cc2O)cc1 was read as FBW7 activator -0.1, MITF inh 12, TEAD-YAP inh 5 and GPR151 ag -1.8.
O=C(CSc1nc(O)cc(=O)n1-c1ccccc1)Nc1ccccc1Cl was read as FBW7 activator -0.1, MITF inh -6, TEAD-YAP inh 2 and GPR151 ag 0.9.

More entries follow.
`Cn1cc(CN2CCCC(CNS(=O)(=O)c3cccc4cccnc34)C2)cn1` (configuration not stated) gave FBW7 activator 0.0, MITF inh 5, TEAD-YAP inh 1 and GPR151 ag 8.1*.
Screening CC(=O)Nc1cnn(-c2ccc(C(=O)N[C@@H]3CCCC[C@H]3c3ccccc3)cc2)c1 returned FBW7 activator 0.3, MITF inh 8, TEAD-YAP inh -6 and GPR151 ag -1.9.
Cn1ncc(C#N)c1NC(=O)C1CC(c2ccc(Cl)cc2)=NO1 (configuration not stated) was read as FBW7 activator -0.3, MITF inh -7, TEAD-YAP inh 0 and GPR151 ag 2.8.
`Cc1c(C(=O)c2ccc(C(C)(C)C)cc2)sc2nc3ccccc3c(=O)n12` gave FBW7 activator -0.2, MITF inh 0, TEAD-YAP inh -4 and GPR151 ag -1.1.
`CC(C)OCCCN1C(=O)C2C(C(=O)Nc3cc(Cl)cc(Cl)c3)C3C=CC2(O3)C1C(=O)NC1CCCCC1` (configuration not stated) gave FBW7 activator 0.1, MITF inh 1, TEAD-YAP inh 3 and GPR151 ag 0.6.
Screening CCCOc1ccc(NC(=O)CC2C(=O)OCC3CCCCN32)cc1 (configuration not stated) returned FBW7 activator -0.1, MITF inh 9, TEAD-YAP inh 5 and GPR151 ag 0.7.
For COc1cccc(-c2nc(CSc3nnc(NC(C)C)s3)cs2)c1OC the results were FBW7 activator 0.1, MITF inh 2, TEAD-YAP inh -3 and GPR151 ag -1.6.
For COCCNC(=O)C1CCN(S(=O)(=O)c2cnc[nH]2)CC1 the results were FBW7 activator -0.1, MITF inh 0, TEAD-YAP inh 10 and GPR151 ag 0.3.
`Cc1ccc(NNC(=O)C(O)(c2ccccc2)c2cccs2)cc1` (configuration not stated) gave FBW7 activator -0.1, MITF inh -2, TEAD-YAP inh 8 and GPR151 ag 0.3.
Screening O=C(O)CCCCCC[C@H]1C(=O)NC(=O)N1CC[C@@H](O)C1CCCCC1 returned FBW7 activator 0.2, MITF inh 9, TEAD-YAP inh -11 and GPR151 ag -0.1.
For C/C(CC(=O)Nc1ccc(I)cc1)=N\NC(=O)c1cccc(O)c1 the results were FBW7 activator -0.1, MITF inh -2, TEAD-YAP inh 12 and GPR151 ag 0.5.
CCCCCCNC(=O)c1c[nH]c2ccc(S(=O)(=O)N(C)c3cc(C)ccc3C)cc2c1=O was read as FBW7 activator 0.2, MITF inh 5, TEAD-YAP inh -4 and GPR151 ag 0.7.
Screening CCCCN(C)CCN1C(=O)C2C(C(=O)Nc3cccc(OC)c3)C3C=CC2(O3)C1C(=O)NC1CCCCC1 (configuration not stated) returned FBW7 activator -0.1, MITF inh -8, TEAD-YAP inh -4 and GPR151 ag 0.0.
`CNS(=O)(=O)Cc1ccc(Nc2nccc(-c3cccc(CS(C)(=O)=O)c3)n2)cc1` gave FBW7 activator 0.0, MITF inh 8, TEAD-YAP inh 13 and GPR151 ag -0.1.
For CCOC(=O)c1sc2nc(SCC(=O)NC3CCCCC3)n(CCc3ccc(OC)c(OC)c3)c(=O)c2c1C the results were FBW7 activator -0.1, MITF inh -16, TEAD-YAP inh 3 and GPR151 ag -0.2.
Screening COc1ccc(OC)c(/C=C2\NC(=O)NC2=O)c1 returned FBW7 activator -0.1, MITF inh 3, TEAD-YAP inh 14 and GPR151 ag 0.0.
CC(=O)c1ccc(N2CC(O)=C(c3nc4ccccc4s3)C2=N)cc1 was read as FBW7 activator 0.0, MITF inh 10, TEAD-YAP inh -42 and GPR151 ag 2.2.
`COc1ccc(NC(=O)CC2NC3CCCCC3NC2=O)cc1Cl` (configuration not stated) gave FBW7 activator -0.1, MITF inh -1, TEAD-YAP inh -5 and GPR151 ag 1.0.
O=C(NCCc1ccccc1)C1CCCN1S(=O)(=O)c1ccc(Cl)cc1 (configuration not stated) was read as FBW7 activator 0.2, MITF inh 6, TEAD-YAP inh 7 and GPR151 ag 0.5.
Screening COc1cccc(/C(C)=N/N2CCN(Cc3ccc(C)cc3)CC2)c1 returned FBW7 activator 0.0, MITF inh 0, TEAD-YAP inh -7 and GPR151 ag -0.5.
CCC1S/C(=N\N=C\c2ccc(O)c(OC)c2)NC1=O (configuration not stated) was read as FBW7 activator 0.0, MITF inh -25, TEAD-YAP inh -30 and GPR151 ag -2.0.
COc1cccc(CNS(=O)(=O)c2ccc(-c3ncnc4[nH]ccc34)cc2F)c1 was read as FBW7 activator 0.1, MITF inh 28, TEAD-YAP inh -15 and GPR151 ag 5.0*.
Screening CC(=O)c1c(-c2ccccc2)nc2nonc2c1N returned FBW7 activator -0.1, MITF inh 10, TEAD-YAP inh -2 and GPR151 ag 1.8.
For O=S(=O)(c1ccc(Cl)cc1)N1CCN(c2ccc(-n3cccn3)nn2)CC1 the results were FBW7 activator 0.1, MITF inh -13, TEAD-YAP inh 3 and GPR151 ag 0.7.
Screening COc1cc(/C=N\n2nnnc2N)cc(Br)c1OC(C)C returned FBW7 activator 0.0, MITF inh 1, TEAD-YAP inh 4 and GPR151 ag 1.0.
`COc1cccc(C(=O)Nc2ccc3oc(-c4ccccc4F)nc3c2)c1` gave FBW7 activator 0.1, MITF inh 1, TEAD-YAP inh -23 and GPR151 ag -1.1.
COc1cc(C2C(C(=O)OC3CCCCC3)=C(C)NC3=C2C(=O)CCC3)ccc1O (configuration not stated) was read as FBW7 activator 0.9, MITF inh -1, TEAD-YAP inh -1 and GPR151 ag 0.9.
COc1ccc(C)cc1NC(=O)c1sc2nc(C)nc(N3CCOCC3)c2c1C was read as FBW7 activator 0.0, MITF inh -17, TEAD-YAP inh -3 and GPR151 ag -0.9.
Cc1ccc(C(=O)N/C(=C/C=C\c2ccccc2)C(=O)NCCc2ccccc2)cc1 was read as FBW7 activator -0.1, MITF inh 11, TEAD-YAP inh 1 and GPR151 ag -0.7.
For CC(=O)Nc1ccc(S(=O)(=O)NNc2ccccc2)cc1 the results were FBW7 activator -0.1, MITF inh -6, TEAD-YAP inh 8 and GPR151 ag 0.5.
CCN(C(=O)Cc1noc2ccccc12)c1ccc(OC)cc1 was read as FBW7 activator 0.5, MITF inh -1, TEAD-YAP inh 3 and GPR151 ag 1.3.
For Cc1ccccc1Nc1nc(N)nc(COC(=O)Cn2nc(C)c([N+](=O)[O-])c2C)n1 the results were FBW7 activator -0.1, MITF inh 5, TEAD-YAP inh -3 and GPR151 ag 0.3.
COCC(C)NC(=O)c1cc(-c2cccs2)on1 (configuration not stated) was read as FBW7 activator 0.0, MITF inh 2, TEAD-YAP inh -45 and GPR151 ag -1.2.
For O=c1ccc2cc(S(=O)(=O)N3CCN(c4ccccc4F)CC3)ccc2o1 the results were FBW7 activator -0.1, MITF inh 12, TEAD-YAP inh 4 and GPR151 ag -0.9.
`COc1cc(/C=N/S(=O)(=O)c2cccs2)cc(Br)c1O` gave FBW7 activator 0.0, MITF inh 4, TEAD-YAP inh 3 and GPR151 ag -0.8.
Screening COc1cc(Nc2ccc(Cl)cc2)ncn1 returned FBW7 activator 0.0, MITF inh 0, TEAD-YAP inh -45 and GPR151 ag 0.1.
For O=C(NCCc1ccccc1)c1ccc(Br)cc1 the results were FBW7 activator -0.1, MITF inh -23, TEAD-YAP inh 14 and GPR151 ag -3.5.
`O=C(CSc1nc2ccccc2n1S(=O)(=O)c1ccc(Cl)cc1)Nc1ccc(Cl)cc1` gave FBW7 activator -0.2, MITF inh -7, TEAD-YAP inh -1 and GPR151 ag -1.5.
`CSc1nc2ccccc2n1CCOc1ccc(C)cc1` gave FBW7 activator 0.0, MITF inh -10, TEAD-YAP inh -17 and GPR151 ag -1.5.
For CCCC1=NN2C(=N)/C(=C/c3cccs3)C(=O)N=C2S1 the results were FBW7 activator 0.0, MITF inh -2, TEAD-YAP inh -8 and GPR151 ag -0.7.

From PubChem BioAssay

Rows are unselected; any-hit rate near 3.5%.
